PLCg1 inh – PLC-gamma1 (human) inhibition, primary screen; inhibition, % at 12.2 µM; purified PLC-gamma1, fluorogenic substrate, fluorescence; AID 720700; 370,000 tested, 0.84% active; P19174; in the data active = inhibition above about 9.5%
proKLK7 act – activators of human kallikrein-7 zymogen | P49862 | purified proKLK7, EDANS-DABCYL substrate fluorescence; 100% is mature enzyme control, 0% vehicle | activation, % at 7 µM | 370,000 tested, 0.9% active | AID 652039;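 active = activation above the mean of all tested compounds plus 3 SD, computed per campaign excluding outliers beyond control limits, cut at about 13% in these data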
Target sequence (P49862 whole entry, looked up): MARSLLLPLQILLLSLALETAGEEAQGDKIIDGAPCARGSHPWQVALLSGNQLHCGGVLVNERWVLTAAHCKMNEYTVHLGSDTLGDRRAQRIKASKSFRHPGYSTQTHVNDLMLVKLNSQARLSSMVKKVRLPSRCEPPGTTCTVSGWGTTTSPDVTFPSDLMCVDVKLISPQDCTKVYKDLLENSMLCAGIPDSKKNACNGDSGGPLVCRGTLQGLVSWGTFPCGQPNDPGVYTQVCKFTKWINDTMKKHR
UHRF1 MBD2 ctr – human UHRF1 methylated DNA binding inhibitors. Q96T88. UHRF1 binding to methylated oligo, TR-FRET. inhibition, % at 4.4 µM. 370,000 tested, 0.75% active; in the data active = inhibition above about 21%;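 also: UHRF1 SRA domain binding a hemimethylated CpG hairpin DNA probe; 0% = median of test compound wells and 100% = reference inhibitor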
Tn7 DDE FP – inhibitors of Tn7 peptide binding to human fibrin DD(E); FP displacement of FITC-Tn7 peptide from fibrin DD(E); 0% = median of compound wells per plate; inhibition, % at 8.3 µM; 370,000 tested, 0.13% active; AID 720508;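 active = inhibition above the mean of compounds falling within the control limits plus 3 SD of them, cut at about 14% in these data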;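 also: 0% = plate median of compound wells and 100% = 10 µM Aha-Tn7 peptide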
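Test system – human fibrin DD(E) · Times – 10 min preincubation, 3 h with tracer, room temperature · Detection – fluorescence polarization of the labelled Tn7 tracer · Measure – percent inhibition normalized to high-control wells · Benchmarks – high control wells with 10 µM unlabelled Aha-Tn7 peptide (full inhibition) · Repeats – singlicate testing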
NR1D1 modulator – modulates human Rev-erb alpha binding to DNA. Rev-erbα–FITC-DNA binding, fluorescence polarization, 90 min. activity, % at 10 µM. 370,000 tested, 0.79% active. AID 1259318;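 active = activity above about 14%, limit read from the data; passing the limit was not always enough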;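 also: 0% = DMSO wells with 35 nM protein and 100% = DMSO wells with 750 nM protein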
HGIII-sPLA2 inh – Blocks human group III sPLA2 activity. Q9NZ20. QFRET BODIPY PC-A2 liposome hydrolysis, fluorescence. inhibition, % at 12.2 µM. 370,000 tested, 0.56% active. AID 743126;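 active = inhibition above mean plus 3 SD of compounds lying within the high and low control bounds, cut at about 19% in these data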;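 also: 0% = median of test compound wells and 100% = no enzyme DMSO wells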
ASAP1 inh – ASAP1 ArfGAP inhibition. Q9ULH1. ASAP1-stimulated ARF1 GTP hydrolysis, GDP FP detection. inhibition, % at 16.5 µM. 360,000 tested, 0.19% active; in the data active = inhibition above about 25%;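 also: 0% = vehicle with enzyme and substrate and 100% = no enzyme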
Target sequence (Q9ULH1 325-724 limits assumed): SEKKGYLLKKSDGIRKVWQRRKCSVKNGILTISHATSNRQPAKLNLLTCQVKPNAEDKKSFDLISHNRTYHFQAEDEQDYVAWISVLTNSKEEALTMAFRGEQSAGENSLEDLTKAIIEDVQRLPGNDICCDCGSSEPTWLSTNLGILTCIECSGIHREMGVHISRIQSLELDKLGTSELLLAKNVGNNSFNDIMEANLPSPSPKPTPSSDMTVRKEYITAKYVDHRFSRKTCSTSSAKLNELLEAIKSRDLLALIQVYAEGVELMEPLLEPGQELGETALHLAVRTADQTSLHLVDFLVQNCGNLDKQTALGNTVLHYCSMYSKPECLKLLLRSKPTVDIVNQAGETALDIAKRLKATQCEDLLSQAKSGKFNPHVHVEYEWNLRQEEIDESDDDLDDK
PLCb3 inh – PLC-beta3 (human) inhibition, primary screen; AID 720704; inhibition, % at 12.2 µM; Purified PLC-beta3, fluorogenic substrate, fluorescence; 370,000 tested, 0.18% active; in the data active = inhibition above about 11%;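 also: 0% = median of compound wells on plate and 100% = full blocker control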
ARFGAP1 inh – inhibits rat ARF GTPase activating protein 1; AID 651572; Arfgap1-stimulated ARF1 GTP hydrolysis, GDP FP detection; Q62848; inhibition, % at 16.5 µM; 360,000 tested, 0.26% active;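 active = inhibition above a per-plate limit, mean inhibition of low control wells plus 3 SD, cut at about 25% in these data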;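 also: 0% = DMSO wells with enzyme and 100% = wells lacking Arfgap1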
Target sequence (Q62848 1-136 limits assumed): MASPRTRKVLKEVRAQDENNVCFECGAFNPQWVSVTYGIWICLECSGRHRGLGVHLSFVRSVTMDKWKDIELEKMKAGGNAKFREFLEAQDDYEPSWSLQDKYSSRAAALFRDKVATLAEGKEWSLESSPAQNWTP
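Material: rat Arfgap1 catalytic domain, aa 1-136; also added: human ARF1(Δ1-17)-GTP substrate; compound dosing: one concentration, 16.5 µM, DMSO 1.26%; incubation: GTP hydrolysis reaction 2 h at 25 °C; measured by: Tracer-displacement fluorescence polarization with EDTA stop, 620/688 nm; evaluation: % inhibition from polarization; repeats: one replicate per compound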
Tn6 DDE FP – DD(E)-Tn6 binding inhibition, primary FP screen | P02675 | 370,000 tested, 0.21% active | Fibrin DD(E) TRITC-Tn6 fluorescence polarization displacement | inhibition, % at 8.3 µM;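 active = inhibition above a per-campaign cutoff: mean of compounds within control limits plus 3 SD, cut at about 15% in these data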;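 also: 0% = median of all compound wells on the plate and 100% = blocking peptide control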
* hit, by the source's call; i = inactive; / = no result given.

entry	SMILES	proKLK7 act	PLCb3 inh	PLCg1 inh	Tn7 DDE FP	Tn6 DDE FP	NR1D1 modulator	HGIII-sPLA2 inh	ARFGAP1 inh	UHRF1 MBD2 ctr	ASAP1 inh
1	CCCc1c(C(=O)N/N=C/c2ccncc2)nnn1-c1nonc1N	0.0	-4	1	1	4	-3	-2	4	-1	-10
2	COc1ccc(C(C(=O)Nc2ccc(F)cc2)N2CCN(C(=O)c3ccco3)CC2)cc1 (configuration not stated)	0.6	6	4	-3	-5	-9	1	5	1	7
3	CCOC(=O)CSCC(=O)N1N=C(c2cccs2)CC1c1ccc(F)cc1 (configuration not stated)	0.4	-67	-48	2	-2	7	-9	3	-3	-1
4	CC(=O)Nc1ccc(N=Cc2c(O)c3ccccc3oc2=O)cc1	-0.5	-5	1	-6	0	-1	-6	-6	1	-5
5	CCCCN(C(=O)CSc1nnc(Nc2ccc(C)c(C)c2)s1)c1c(N)n(Cc2ccccc2)c(=O)[nH]c1=O	0.1	1	4	-2	-10	4	3	-5	3	-4
6	CCOc1ccc(Cc2nn[nH]n2)cc1	0.7	0	0	-4	0	-1	0	-1	1	6
7	O=C(C1CCOCC1)N1CCC(CO)(CCc2ccccc2)CC1	0.3	2	-2	10	-2	-1	5	1	-2	-6
8	Cc1cc(NC(=O)NC(=O)c2cccc(OC(F)(F)C(F)F)c2)n[nH]1	-0.1	0	-2	2	2	-6	5	7	2	0
9	C[C@H](CO)N1C[C@H](C)[C@H](CN(C)S(C)(=O)=O)Oc2c(cccc2N(C)C)C1=O	-0.4	-8	-5	0	6	-3	3	2	0	-1
10	CC1CCN(c2nc3nonc3nc2N2CCC(C)CC2)CC1	0.3	3	0	-11	8	-2	5	5	2	3
11	N#Cc1c(N)nc2c(c1-c1cccc(O)c1)CCCCCC2	0.5	-25	-25	-1	-1	0	-40	-9	0	5
12	Cc1ccc2c(c1)CCCN2C(=O)c1c(C)noc1C	0.5	5	1	-4	-2	-6	0	11	-3	6
13	Cc1nn(C(C)(C)C)c(OC(=O)c2ccc3c(c2)OCO3)c1Sc1ccccc1	0.1	-7	1	4	-6	0	7	-4	5	2
14	O=C(c1nc2nc(-c3ccccc3)cc(C(F)(F)F)n2n1)N1CCCCC1	0.3	-3	2	-4	3	-6	5	8	-2	4
15	CCOC(=O)C1(C)CCCN(C(=O)c2ccc(F)c(Cl)c2)C1 (configuration not stated)	0.6	-4	1	-5	6	3	1	1	-1	-5
16	CC(=O)N1CCc2ccc(S(=O)(=O)Nc3ccccc3Cl)cc21	0.1	2	0	9	0	-2	-32	0	-1	-8
17	CC(=O)OC1CCC2(C)C(CCC3C2CC(=NO)C2(C)C(C(C)OC(C)=O)CCC32)C1 (configuration not stated)	-0.6	-5	-3	-3	-12	-7	-2	1	5	10
18	Cc1noc(C)c1C(=O)NC(C)c1ccc(Cl)cc1Cl (configuration not stated)	0.2	-7	-2	2	2	0	2	6	-1	-4
19	CC(C)(C)c1ccc(-c2nnc(SCC(=O)O)n2N)cc1	0.6	-2	-1	3	-4	6	2	-4	1	-11
20	Cc1cccc(NC(=O)c2ccc(OC3CSC3)cc2)c1	0.7	2	1	-3	7	1	3	-5	1	-4
21	COC(=O)CCC(=O)OC1(C)C(=O)C=C2C=C(C3CC3)N(CCCCO)C=C2C1=O (configuration not stated)	0.5	-24	-14	6	9	2	9	0	5	17
22	CCOC(=O)/C(C#N)=C/c1ccc(OC(=O)c2ccco2)c(OCC)c1	0.8	2	0	9	0	3	-1	-8	-1	-5
23	CC12CCC(C1)C(C)(C)C2OC(=O)c1ccccc1C(=O)O (configuration not stated)	0.0	-3	-2	-3	-4	1	0	-8	-2	2
24	COc1ccc(C2=Nc3ccccc3N(C(=O)c3ccc4ncccc4c3)C2C(=O)NC2CCCC2)cc1 (configuration not stated)	3.0	-130	-76	-4	-6	-8	-2	2	3	-1
25	COc1cccc(N2CC(C(=O)Nc3c(C)cccc3C)CC2=O)c1 (configuration not stated)	-0.5	0	2	-8	-9	1	7	5	1	8
26	Nc1cc(CN2C(=O)c3ccccc3C2=O)cc(Cl)c1O	-0.7	-1	0	5	-1	2	6	5	-5	8
27	CCN(C(=O)N1CCOCC1)c1ccccc1	0.2	-1	1	0	-9	9	2	0	-2	-8
28	C=CCn1c(NCc2cc(C)ccc2O)nc2ccccc21	-0.3	-3	3	2	-1	2	5	-6	1	0
29	CC(C)(CO)Nc1nc(Nc2ccccc2)nc(Nc2ccccc2)n1	0.3	0	2	-2	-5	3	-7	4	1	3
30	CCC1Nc2ncnc(N3CCOCC3)c2N(Cc2ccccc2)C1=O (configuration not stated)	0.7	-9	-4	0	-2	1	4	7	-3	18
31	COc1ccccc1CNC(=O)Cn1ccc2cc(S(=O)(=O)N3CCCC3)ccc21	0.3	-12	0	4	0	-2	2	0	0	-5
32	Cc1cc(S(=O)(=O)Nc2ccc(C(=O)NCc3cccnc3)cc2)ccc1F	0.2	1	0	3	0	-8	-5	5	1	6
33	COc1ccc(NC(=O)N2CCNC(=O)C2CC(=O)Nc2ccc(F)cc2)cc1 (configuration not stated)	0.3	-4	-3	4	6	4	-3	-5	0	-1
34	CCOC(=O)Nc1nc(C)c(C(=O)c2ccc(Cl)cc2)s1	-0.4	0	2	-2	2	4	-6	-6	-4	-12
35	C(=N\N1CCN(c2ccccn2)CC1)/c1cccc2ccccc12	-0.3	-2	2	-1	1	5	5	3	2	0
36	Cc1cc(SCn2nnc3ccccc3c2=O)nc2ccccc12	-0.6	0	3	-2	2	-2	16	-1	5	3
37	Cc1cc(NC(=O)c2ccc(S(=O)(=O)N(C)C)cc2)n(-c2ccccn2)n1	-0.2	-6	-3	2	3	-1	1	2	-1	7
38	O=C(CN1C(=O)S/C(=C\c2ccccc2Cl)C1=O)NCCCn1ccnc1	0.1	-7	0	2	8	1	-9	10	-9	-14
39	COc1cccc(/C=C/C(=O)c2ccc3c(c2)OCCO3)c1OC	0.5	-3	1	1	1	0	-5	10	-3	14
40	CCCC1C2C(=O)N(c3ccccc3OCC)C(=O)C2ON1c1ccccc1 (configuration not stated)	6.0	-3	1	11	-4	2	-4	-9	0	-12
41	CC(C)(O)CC[C@@H](O)[C@](C)(O)C1CC[C@@]2(O)C3=CC(=O)[C@@H]4C[C@@H](O)[C@@H](O)C[C@]4(C)C3CC[C@]12C (some centres not stated)	0.1	0	2	-6	8	0	-2	-4	0	7
42	Cc1nc2nc(-c3ccc(Cl)cc3)cn2nc1C	53*	i	i	-5	0	0	7	7	1	-13
43	COCCCN1C(=O)[C@H](CC(=O)N2CCCCC2)[C@]2(C(=O)OC)CCCCC=C12	-0.6	2	2	-4	3	1	5	/	4	/
44	N#CCCN(C(=O)CN1c2cccc3cccc(c23)S1(=O)=O)c1ccccc1	-0.6	-326	-261	-6	-1	-7	-1	10	-3	4
45	C=CC[C@@H]1NN2C(=O)[C@@H](CCCC)[C@@H]3c4ccccc4C=NN3[C@@H]2c2ccccc21	0.6	2	-2	1	6	-3	10	/	0	/
46	COC(=O)c1[nH]nc(-c2ccccc2)c1-c1ccccc1	0.3	3	0	8	9	6	-6	2	1	-6
47	CC1(C)CC2(CC(C)(C(=O)CSc3nc4ccccc4s3)OC2=O)C(=O)O1 (configuration not stated)	0.4	11*	16*	18*	-2	1	-25	-7	-1	13
48	O=C1/C(=C/c2ccccc2O)SC(=S)N1Cc1cccnc1	-0.8	-6	3	1	1	-2	-2	4	4	8
49	COCc1ccc(CN2CCCC(CCC(=O)NCc3cccc(OC)c3)C2)o1 (configuration not stated)	0.1	1	2	4	-3	-1	5	5	0	-11
50	CCOC(=O)NCc1ccc(Cl)c(Cl)c1	0.2	0	-1	0	-3	8	-2	-1	-1	10
51	O=C(CO/N=C/c1ccc(OC(F)F)cc1)NCc1ccc(F)cc1	0.1	-1	-1	-10	2	-2	-2	-1	-2	-3
52	COc1ccccc1OCCC(=O)OCC(=O)NCc1ccc(Cl)cc1	-0.1	-2	4	-5	0	-2	-5	-4	1	7
53	CCN(CC)CCNC(=O)c1ccc(NC(=O)c2ccc(S(=O)(=O)N(C)c3ccccc3OC)cc2)cc1	0.8	-9	0	-1	-9	5	-7	-9	-2	-1
54	O=C(Nc1ccc2oc(-c3ccccc3Cl)nc2c1)c1cncc(Br)c1	0.1	-2	-3	-7	6	23	-3	0	1	14
55	COc1cc(C2C(C(C)=O)=C(O)C(=O)N2CCN(C)C)ccc1O (configuration not stated)	-0.5	-2	-2	-6	-6	-3	10	-7	1	-6
56	CCOC(=O)c1ccccc1NC(=O)CSc1nc2ccccc2n1CC(=O)N1CCCC1	0.1	-5	-2	-1	0	-9	-12	-2	0	-7
57	O=S(=O)(c1ccc(-c2ccccn2)s1)N1CCC2(CC1)OCCO2	0.5	-7	0	-1	6	3	13	-3	5	-16
58	COc1ccc(CCNC(=O)c2ccc3c(c2)OCO3)cc1	-0.2	1	0	7	4	-8	1	10	-2	2
59	COCCNC(=O)C1(C)CCN(C(=O)c2ccc(OC)c(F)c2)C1 (configuration not stated)	-0.4	10	4	-11	-1	-4	5	6	2	-2
60	CCOC(=O)c1[nH]c2ccccc2c1NC(=O)C1CCCCC1	-0.6	-3	-2	8	4	8	-4	8	-2	-6

Next part
entry	SMILES	proKLK7 act	PLCb3 inh	PLCg1 inh	Tn7 DDE FP	Tn6 DDE FP	NR1D1 modulator	HGIII-sPLA2 inh	ARFGAP1 inh	UHRF1 MBD2 ctr	ASAP1 inh
61	C=CC1=CCN(S(=O)C(C)(C)C)[C@H]1CCO (some centres not stated)	-0.9	-3	-1	-6	1	-3	3	11	-2	2
62	N#Cc1ccc(OCC(=O)Nc2ccncc2)cc1	-0.7	-5	1	9	4	-5	-1	-4	-1	3
63	O=C(COc1ccccc1)Nc1cc(S(=O)(=O)N2CCOCC2)ccc1N1CCCC1	0.6	-8	-1	3	8	-4	-3	-5	1	1
64	COc1ccc(-n2cc(C(=O)Nc3cc([N+](=O)[O-])ccc3OC)c3ccccc3c2=O)cc1	0.3	5	4	-4	-2	1	-1	-5	0	12
65	S=C(NN=C1CCCCC1=NNC(=S)N1CCOCC1)N1CCOCC1	3.3	-99	-76	5	-1	-30	-7	1	-10	3
66	C/C=C/c1ccc(OCCCNC(C)CC)c(OC)c1 (configuration not stated)	-0.3	2	2	-4	1	-7	5	-9	1	13

3 entries already listed, arranged by molar mass, highest first:
entry	SMILES	proKLK7 act	PLCb3 inh	PLCg1 inh	Tn7 DDE FP	Tn6 DDE FP	NR1D1 modulator	HGIII-sPLA2 inh	ARFGAP1 inh	UHRF1 MBD2 ctr	ASAP1 inh
64	COc1ccc(-n2cc(C(=O)Nc3cc([N+](=O)[O-])ccc3OC)c3ccccc3c2=O)cc1	0.3	5	4	-4	-2	1	-1	-5	0	12
62	N#Cc1ccc(OCC(=O)Nc2ccncc2)cc1	-0.7	-5	1	9	4	-5	-1	-4	-1	3
61	C=CC1=CCN(S(=O)C(C)(C)C)[C@H]1CCO (some centres not stated)	-0.9	-3	-1	-6	1	-3	3	11	-2	2

Compound activity deposited in PubChem by several laboratories.

This is a random part of the collection; any-hit rate near 4.5%.
